TbMetRS inhib = T. brucei MetRS inhibitors, primary screen, biochemical, luminescence; AID 624268, 2012; purified T. brucei MetRS, ATP depletion, Kinase-Glo luminescence; methionyl-tRNA synthetase (Trypanosoma brucei brucei); 360,000 compounds, 0.4% hits; inhibition, % at 11.9 µM;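 active = inhibition above a per-plate cutoff of the control wells' mean inhibition plus 3 SD, cut at about 5.5% in these data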;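 note: 0% = DMSO wells median and 100% = median of wells with control inhibitor compound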
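Material – parasite MetRS enzyme · Medium – HEPES-MgCl2-KCl buffer plus DTT, spermine, BSA, pyrophosphatase · Reagent – ATP, methionine and E. coli bulk tRNA substrates · Times – 15 min enzyme-compound preincubation, 2 h reaction, 10 min detection, 25 °C · Measured by – luminescence of leftover ATP · Evaluation – percent inhibition relative to median high and low control wells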
MsrA inhibitor = bovine MsrA enzyme inhibitors, primary screen, biochemical, absorbance, HTS; purified bovine MsrA, absorbance read-out; inhibition, % at 15.5 µM; 360,000 compounds, 0.75% hits; in the data active = inhibition above about 4.5%;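 note: 0% = vehicle wells with enzyme and 100% = reference inhibitor wells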
STEP block = STEP phosphatase inhibitors, primary screen, biochemical, fluorescence intensity, uHTS. 360,000 compounds, 0.25% hits. recombinant STEP, OMFP fluorogenic substrate. AID 588621, 2011. Tyrosine-protein phosphatase non-receptor type 5 (Homo sapiens), P54829. inhibition, % at 20 µM;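 active = inhibition at 20 µM, scaled per plate between control wells, above about 37%, limit read from the data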;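 note: 0% = DMSO with enzyme and substrate and 100% = substrate only without enzyme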
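medium = Bis-Tris buffer pH 6.0, 2.5 mM DTT, 0.005% Tween 20 | test system = STEP (striatal-enriched tyrosine phosphatase) enzyme, cell-free | measure = normalized % inhibition | compound dosing = 20 µM, 1% DMSO | also added = 25 µM OMFP | schedule = reaction 20 min, ambient temperature | measured by = fluorescence read at 480 nm ex / 540 nm em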
NRP1-CendR mod = modulators of CendR peptide binding to NRP-1, primary screen, biochemical, fluorescence polarization, uHTS | FAM-RPARPAR peptide binding to NRP-1 | AID 602438, 2012 | 360,000 compounds, 0.85% hits | Neuropilin-1 (Homo sapiens), O14786 | inhibition, % at 25 µM;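 active = inhibition or corrected inhibition above about 18%, plus a signal ratio from 0.5 to 1.5, limit read from the data, passing the limit was not always enough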; note: strong numbers were not always called active
SUMO1 PPI mod = modulators of SUMO1 protein-protein interactions, primary screen, biochemical, uHTS; 360,000 compounds, 0.33% hits; inhibition, % at 20 µM; Small ubiquitin-related modifier 1 (Homo sapiens), P63165; SUMO1 binding to a labelled peptide, TR-FRET, 1 h; in the data active = inhibition above about 37%
Target sequence (P63165 whole entry, looked up): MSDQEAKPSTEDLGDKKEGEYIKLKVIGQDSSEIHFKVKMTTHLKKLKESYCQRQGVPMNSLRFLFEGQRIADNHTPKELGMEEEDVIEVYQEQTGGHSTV
eLon inh = inhibitors of E. coli Lon protease, primary screen, biochemical, fluorescence polarization; inhibition, % at 7.94 µM; 360,000 compounds, 0.42% hits; AID 602123, 2011; purified E. coli Lon protease; P0A9M0; in the data active = inhibition above about 13%, passing the limit was not always enough;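 note: 0% = enzyme with probe and DMSO and 100% = no enzyme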
Target sequence (P0A9M0 whole entry, looked up): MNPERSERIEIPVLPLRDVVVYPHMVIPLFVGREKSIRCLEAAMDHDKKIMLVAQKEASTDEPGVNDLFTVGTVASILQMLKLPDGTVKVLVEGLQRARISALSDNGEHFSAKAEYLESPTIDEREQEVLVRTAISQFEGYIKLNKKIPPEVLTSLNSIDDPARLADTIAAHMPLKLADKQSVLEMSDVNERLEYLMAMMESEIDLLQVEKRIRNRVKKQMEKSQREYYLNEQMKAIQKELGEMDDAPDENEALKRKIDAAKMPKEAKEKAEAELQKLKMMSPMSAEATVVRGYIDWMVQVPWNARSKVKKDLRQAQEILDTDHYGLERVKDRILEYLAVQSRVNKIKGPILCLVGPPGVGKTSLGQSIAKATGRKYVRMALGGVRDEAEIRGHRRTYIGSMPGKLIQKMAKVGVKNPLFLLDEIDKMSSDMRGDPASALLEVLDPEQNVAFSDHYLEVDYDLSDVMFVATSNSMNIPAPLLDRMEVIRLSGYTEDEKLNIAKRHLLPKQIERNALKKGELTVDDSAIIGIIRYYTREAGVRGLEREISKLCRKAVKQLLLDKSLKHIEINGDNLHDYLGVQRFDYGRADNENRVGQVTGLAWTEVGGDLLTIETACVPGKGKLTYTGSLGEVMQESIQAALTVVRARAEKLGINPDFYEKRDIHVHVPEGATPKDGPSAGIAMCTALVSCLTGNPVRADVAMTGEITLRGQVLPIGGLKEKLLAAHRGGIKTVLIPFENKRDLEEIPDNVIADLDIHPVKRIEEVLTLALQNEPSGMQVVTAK
DNMT1 inh = human DNMT1 methyltransferase inhibitors, primary screen, biochemical, molecular beacon, fluorescence, HinP1I cleavage, uHTS | DNA (cytosine-5)-methyltransferase 1 (Homo sapiens), P26358 | inhibition (reported as % activation of signal), % at 10 µM | 360,000 compounds, 0.83% hits; in the data active = inhibition above about 50%
LMPTP inh = LMPTP phosphatase inhibitors, primary screen, biochemical, fluorescence intensity, uHTS; 360,000 compounds, 0.22% hits; AID 651560, 2012; Low molecular weight phosphotyrosine protein phosphatase (Homo sapiens), P24666; inhibition, % at 20 µM; recombinant LMPTP-A, OMFP fluorogenic substrate;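 active = compounds that cut the enzyme signal by at least half of the control window in the single-dose screen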;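 note: plate controls were DMSO wells with enzyme plus substrate for no effect and substrate without enzyme for full effect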
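Assay system: LMPTP-A, protein tyrosine phosphatase of low molecular weight / Medium: pH 6.0 Bis-Tris buffer with DTT and Triton X-100 / Schedule: 50 min enzyme reaction at room temperature, protected from light / Measured by: endpoint fluorescence intensity from OMFP dephosphorylation / Read-out basis: % inhibition relative to no-enzyme and uninhibited control wells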
bovine MsrA act = bovine MsrA enzyme activators, primary screen, biochemical, absorbance, HTS | Methionine sulfoxide reductase A (Bos taurus) | purified bovine MsrA, absorbance read-out | activation, % at 10.6 µM | 360,000 compounds, 0.3% hits; in the data active = activation above about 7.5%;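 note: 0% = vehicle and 100% = reference activator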
Scp-1 inhibitor = Scp-1 phosphatase inhibitors, primary screen, biochemical, colorimetric, uHTS; Carboxy-terminal domain RNA polymerase II polypeptide A small phosphatase 1 (Homo …; Recombinant Scp1, phosphopeptide, malachite green phosphate absorbance; inhibition, % at 20 µM; 340,000 compounds, 0.88% hits; AID 493091, 2011;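 active = inhibition above about 50% at 20 µM, limit read from the data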;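 note: plate controls were DMSO wells with enzyme for no effect and wells lacking enzyme for full effect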
Target sequence (Q9GZU7 76-261 limits assumed): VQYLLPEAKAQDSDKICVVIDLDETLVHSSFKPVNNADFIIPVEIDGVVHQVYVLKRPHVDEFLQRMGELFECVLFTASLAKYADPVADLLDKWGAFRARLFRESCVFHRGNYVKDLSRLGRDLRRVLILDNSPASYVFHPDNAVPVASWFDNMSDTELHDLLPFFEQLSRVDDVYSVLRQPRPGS
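Test system: SCP-1 phosphatase catalytic domain, residues 76-261; measured by: colorimetric phosphate reagent with accelerator and stabiliser, absorbance at 630 nm; timing: enzyme reaction 45 min at room temperature, colour 5 min, stabilisation 30 min; also added: Phosphorylated 17-residue peptide substrate; compound dosing: one concentration, 20 µM, with 1.0% DMSO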
An asterisk follows results filed as active; . = no result given.

SMILES	TbMetRS inhib	MsrA inhibitor	STEP block	NRP1-CendR mod	SUMO1 PPI mod	eLon inh	DNMT1 inh	LMPTP inh	bovine MsrA act	Scp-1 inhibitor
CC(=O)Nc1cccc(C(=O)/C=C/c2cccs2)c1	0.1	2.6	-4	9	-14	-3	1	-0.6	-1	-6
CNC(=S)N1C2CCCC1CC(NC(=O)c1ccc(C)cc1)C2 (centres undefined)	-2.2	-0.5	-2	13	1	2	3	-0.7	-6	-1
NC(N)=NC(N)=Nc1cccc2ccccc12	-1.0	-1.0	2	-19	-8	3	-10	0.1	-2	-1
Cc1ccc2sc(NNC(=O)c3cc(=O)c4ccccc4o3)nc2c1C	-0.5	2.5	5	-28	-4	-4	-28	4.6	-1	44
Cc1cccc(C)c1OCC(=O)NC1CC1	-0.2	1.5	-2	9	1	-4	0	0.0	1	-2
CC(C)(C)n1nc2c(c1NC(=O)COc1ccc3ccccc3c1)CS(=O)C2 (centres undefined)	-0.2	0.0	2	-1	-3	-9	0	-0.7	-1	13
CC1Cc2ccccc2N1C(=O)COC(=O)C1=COCCO1 (centres undefined)	-1.2	-0.7	2	9	-3	-4	6	-0.1	-13	-5
O=C(N/N=C/c1cccc(O)c1)c1cc2c(ccc3ccccc32)o1	0.1	2.8	0	-5	-4	12	0	-0.7	-3	-13
O=c1[nH]c(=O)c2nc(-c3ccc(Cl)cc3)cnc2[nH]1	-0.8	1.3	1	6	1	-10	1	0.8	-6	1
CCC(=O)N(CCC(c1ccccc1)c1ccco1)Cc1cccs1 (centres undefined)	-1.1	1.7	2	-1	2	2	-4	1.1	-1	-10
CCOC(=O)c1nn(-c2ccccc2)c(=O)cc1SC(C)CC (centres undefined)	-0.7	-0.2	-2	6	-17	-6	-2	-1.4	-1	-8
CCc1ccc(/C=C2/SC(=S)N(CCCC(=O)Nc3ccccc3C(=O)O)C2=O)cc1	-0.2	-0.9	2	-44	2	-14	1	3.6	-4	-2
NC(=O)c1ccsc1NC(=O)CSc1nnc(Nc2ccccc2)s1	0.7	2.2	-2	-11	18	-3	-1	4.8	-2	11
Cc1cc(OCC(=O)N[C@@H](Cc2ccccc2)c2nc3ccccc3[nH]2)ccc1Cl	0.2	0.2	3	-9	-2	0	-6	-0.7	-4	-3
Cc1ccc(-n2nnnc2SCCNS(=O)(=O)c2ccccc2)cc1C	-1.5	-0.1	-1	-12	0	-5	-2	0.0	-2	-3
COc1ccc(CC(=O)OCc2cc3cccc(C)c3[nH]c2=O)cc1	-0.9	.	-2	-8	-2	1	3	-1.8	-2	-1
CCN(Cc1ccccc1)S(=O)(=O)c1cc(C(=O)c2c(N)n(C)c(=O)n(C)c2=O)ccc1OC	-0.2	0.6	-3	-1	2	2	-2	0.2	-4	-5
Cc1oc(C)c(C(=O)NCCCC(=O)O)c1C(=O)NCCCC(=O)O	-1.0	-0.3	-4	-4	1	10	3	-2.5	-5	-1
COc1ccc(NC(=S)N2CCN(S(=O)(=O)c3ccccc3)CC2)cc1	0.1	-0.1	4	-2	14	9	3	2.3	-3	-13
COc1ccccc1NC(=O)COC(=O)c1cc(C)nc2ccccc12	-0.2	-0.1	2	3	-11	-13	-8	1.2	-1	-2
Cc1ccc(S(=O)(=O)c2ccc(NN)cc2)cc1	-0.4	0.1	-1	-6	1	1	-14	0.4	-4	-5
COc1ccc2[nH]c3c(c2c1)CCN1C(=O)C(CC(=O)NCC24CC5CC(CC(C5)C2)C4)C[C@H](C(=O)N2CCOCC2)[C@@]31C (some centres undefined)	0.0	0.1	1	-10	5	-2	-2	0.3	-2	-7
COCCNC(=O)CCCCCn1c(=S)[nH]c2ccccc2c1=O	-0.1	1.0	-2	0	1	-2	3	0.0	-2	-2
O=C(CSc1nc(C(F)(F)F)cc(=O)[nH]1)N1CCCC1	0.0	-0.1	2	4	5	-6	-2	-0.5	-3	-3
O=C(Cn1cccc1C(=O)c1ccccc1)NCc1ccc(Cl)cc1	2.2	-0.8	-1	16	0	-2	0	1.1	-3	-5
SMILES	TbMetRS inhib	MsrA inhibitor	STEP block	NRP1-CendR mod	SUMO1 PPI mod	eLon inh	DNMT1 inh	LMPTP inh	bovine MsrA act	Scp-1 inhibitor
CCOc1ccccc1C1N=C(c2ccc(OC)cc2)CC(c2ccccc2O)N1 (centres undefined)	-0.5	3.5	-2	-13	-6	1	-1	0.4	-7	-3
O=C(Nc1nnc(-c2ccco2)o1)c1cccc2ccccc12	0.1	-0.4	3	-14	0	-6	6	-1.7	-4	-9
COC(=O)C1=C(C(=O)OC)[C@@H]2N(Cc3ccccc3)c3ccccc3[C@@]23C[C@@H](CO)N(C(=O)NC2CCCC2)C3=N1	-0.3	-0.2	-1	18	1	-7	-5	2.7	-1	-10
COc1ccccc1CNC(=O)c1ccc(NS(=O)(=O)c2cccs2)cc1	-0.2	0.2	-1	-12	-3	-7	-1	-0.5	-2	-10
Cc1ccc(Cl)cc1NC(=O)C[n+]1ccc(Cc2ccc([N+](=O)[O-])cc2)cc1	-0.5	6.6*	-2	11	-28	-2	-10	-0.2	-3	10
c1ccc(-n2nnnc2Oc2cccc3cccnc23)cc1	-0.3	0.4	4	-11	2	5	-1	-0.8	-12	2
CCCC(=O)Nc1ccc(C(=O)COC(=O)C2=COCCO2)cc1	0.1	-0.2	1	3	-1	-18	0	0.1	8.1*	1
Cc1ccc(C(=O)c2c3ccccc3[n+]([O-])n2CCC(N)=O)cc1	0.1	1.8	-2	-8	-7	2	6	-0.4	-9	-1
Cc1ccc(NC2(C(F)(F)F)N=C(c3ccccc3)NC2=O)nc1 (centres undefined)	0.4	-0.2	-6	7	-3	6	1	-2.0	0	-8
O=C(O)CP(=O)(c1ccccc1)c1ccccc1	-2.1	1.0	-4	3	46*	-16	1	-0.4	-15	-11
COc1ccc(CCNC(=O)c2cnccn2)cc1	-0.5	-0.1	-3	-14	-2	11	-3	1.6	0	3
Cc1ccc(-c2cc3c(nn2)-c2ccccc2C3=O)cc1	-0.6	-0.5	0	-6	-24	-14	-10	0.0	5	-11
Cc1onc(-c2ccccc2)c1CNC(=O)Nc1ccc(C(F)(F)F)cc1	2.3	-0.7	-3	-7	2	13	0	2.1	2	-11
CCOc1ccc(NC(=O)C2CC(=O)N(Cc3ccco3)C2)cc1 (centres undefined)	-0.2	-1.4	2	2	-5	-4	-1	0.1	-2	-2
COc1ccc(C(=O)Nc2ccc3c4c(cccc24)CC3)cc1	0.3	2.5	1	-1	-4	6	-1	0.5	0	-11
N#Cc1ccc(S(=O)(=O)Nc2ccc3ccccc3n2)cc1	0.7	1.1	-1	-10	-1	1	-1	-0.7	1	-5
CCC(C)C(NC(=O)c1ccccc1NC(=O)c1ccccc1)C(=O)O (centres undefined)	-0.1	0.5	0	-3	2	2	0	-1.5	-2	-16
Cc1c(N)cc[n+](CC(=O)c2ccccc2)c1C	0.1	0.6	1	6	5	0	0	1.3	-2	-4
Cc1ccc(NS(=O)(=O)c2ccc(C(=O)N3CCCCCCC3)cc2)cc1	-0.1	-0.5	0	7	3	-2	1	0.4	-6	-7
Cc1ccsc1C1C2=C(CCCC2=O)Nc2ncnn21 (centres undefined)	-0.4	1.4	-1	-13	-4	-3	5	1.0	-2	-11
Cc1nc(C(=O)NCc2ccccc2)sc1C1(C)CC(c2cccnc2)=NO1 (centres undefined)	0.3	0.4	1	3	4	-8	0	-1.1	6	-6
COc1cccc(S(=O)(=O)Nc2ccc3c(c2)[C@@H]2C[C@@H](CC(=O)NCc4ccc(Cl)cc4)O[C@@H](CO)[C@@H]2O3)c1	0.5	0.8	-5	2	2	6	-13	0.7	-2	.
COc1cc(CN2CCCC(CO)(Cc3ccccc3)C2)ccc1O (centres undefined)	-1.4	0.8	-4	-6	3	-1	6	-1.4	-12	2
COc1ccc(C2(C)NC(=O)N(CC(=O)Nc3ccc4[nH]c(=O)[nH]c4c3)C2=O)cc1 (centres undefined)	-0.3	0.1	0	6	4	-8	-2	0.1	-1	1
Cc1cc(-c2nnc(SCC(=O)Nc3ccccn3)o2)no1	-0.9	2.0	1	3	3	3	7	-1.9	-14	11
O=C(c1ccc(Br)s1)N1CCN(c2ccccn2)CC1	-0.5	-0.3	1	1	-1	-3	4	1.2	-5	1
Cc1cc(C2C(=O)NC(=O)C2=O)c(C)cc1Br (centres undefined)	-0.1	1.5	1	19	-2	5	0	-1.9	-4	-5
O=C(N=Nc1c(O)[nH]c2ccccc12)c1cc(-c2cccs2)[nH]n1	0.0	0.8	13	-18	60*	7	11	39	-5	7

An excerpt from above in order of count of non-hydrogen atoms, rising.
SMILES	TbMetRS inhib	MsrA inhibitor	STEP block	NRP1-CendR mod	SUMO1 PPI mod	eLon inh	DNMT1 inh	LMPTP inh	bovine MsrA act	Scp-1 inhibitor
Cc1cc(C2C(=O)NC(=O)C2=O)c(C)cc1Br (centres undefined)	-0.1	1.5	1	19	-2	5	0	-1.9	-4	-5
Cc1ccc(S(=O)(=O)c2ccc(NN)cc2)cc1	-0.4	0.1	-1	-6	1	1	-14	0.4	-4	-5
O=C(CSc1nc(C(F)(F)F)cc(=O)[nH]1)N1CCCC1	0.0	-0.1	2	4	5	-6	-2	-0.5	-3	-3
Cc1cc(-c2nnc(SCC(=O)Nc3ccccn3)o2)no1	-0.9	2.0	1	3	3	3	7	-1.9	-14	11
Cc1ccc(C(=O)c2c3ccccc3[n+]([O-])n2CCC(N)=O)cc1	0.1	1.8	-2	-8	-7	2	6	-0.4	-9	-1
COc1ccc(C2(C)NC(=O)N(CC(=O)Nc3ccc4[nH]c(=O)[nH]c4c3)C2=O)cc1 (centres undefined)	-0.3	0.1	0	6	4	-8	-2	0.1	-1	1
